Hsp70 inhibitors: Hsp70 inhibitors, probe displacement, primary screen, biochemical, fluorescence polarization (AID 583); Heat shock 70 kDa protein 1A (Homo sapiens); Hsp70 fluorescence polarization probe displacement, mP; higher % means a stronger effect; displacement, % at 20 µM, or IC50 in µM where a hit was titrated; actives 0.06% (n = 140,000); in the data active = displacement above about 50%;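 also: plate controls were vehicle for no effect and reference ligand for full effect; a part of the inactive calls stands beside numbers as strong as those of hits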
Rat MKP-3 inhibitors: MKP-3 phosphatase inhibitors, primary screen, biochemical, rat enzyme, in vitro (AID 425); Dual specificity protein phosphatase 6 (Rattus norvegicus); recombinant MKP-3 phosphatase activity, fluorescence; higher % means a stronger effect; inhibition, % at 20 µM; hits with a dose series show IC50 in µM; actives 0.17% (n = 110,000); in the data active = inhibition above about 50%;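 also: plate controls were vehicle for no effect and reference inhibitor for full effect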
Numbers without * were called inactive; x = no result given; & = joins results of further samples. Not all compounds are listed; the hit share may differ from the screen's.

Hsp70 inhibitors | Rat MKP-3 inhibitors | smiles
6.5% | -6% | COc1cccc(NC2=CC(=O)CC(C)(C)C2)c1
-6.7% | x | Cc1c(C)n(C(=O)CN2CCC(C)CC2)c2ccccc12
9.0% | -1% | CCCOC(=O)C1[C@H]2C(=O)N(Cc3ccco3)C[C@]23C=C[C@H]1O3 (some centres undefined)
-0.9% | 3% | CCc1c(C)sc(NC(=O)COc2ccc(Cl)cc2)c1C(N)=O
-0.2% | 0% | COc1ccccc1/C=C1\SC(=S)N(CCC(=O)NNC(=O)c2ccccc2O)C1=O
6.8% | -12% | Cc1cccc(-c2nnc(SCC#N)n2Cc2ccccc2)c1
-3.9% | 3% | Cc1c(Br)c([N+](=O)[O-])nn1CC(=O)NCc1cccs1
0.6% | 6% | Cc1cc(CCN2CCC(=O)NC2=O)ccc1OC(C)C
x | 0% | COc1cc(NC(=O)C2CCCN2S(=O)(=O)c2cccc3cccnc23)cc(OC)c1OC (centres undefined)
-0.6% | x | Fc1ccc(CSc2nc3ccccc3[nH]2)c2ccccc12
0.3% | -6% | O=C(Cn1cnc2ccccc2c1=O)c1c[nH]c2ccccc12
1.4% | x | Cc1ccc(Cn2c(=O)n(CCC(=O)NCc3ccc4c(c3)OCO4)c(=O)c3ccccc32)cc1
-3.3% | -2% | Cc1oc(/N=C/c2ccc(Cl)cc2Cl)c(C#N)c1C
-1.0% | 6% | COC(=O)CSC1=C(C#N)C(c2cccc(F)c2)CC(=O)N1 (centres undefined)
13% | x | CCN(CC)S(=O)(=O)c1ccc(N(C)Cc2cccnc2)nc1
4.6% | -20% | Cc1sc2ncnc(OCC(=O)NCC3CCCO3)c2c1C (centres undefined)
-3.4% | 8% | CN1C(=O)/C(=C\c2cn(Cc3ccc(F)cc3)c3ccccc23)SC1=S
3.8% | -9% | CCc1ccccc1N1C(=O)NC(=O)/C(=C\c2cc(C)n(-c3cccnc3)c2C)C1=O
1.7% | x | COc1ccc(NC(=O)C2CCCO2)cc1Cl (centres undefined)
-3.7% | 5% | CCOc1ccccc1NC1c2ccccc2C(=O)N1Cc1ccco1 (centres undefined)
0.8% | 3% | COc1ccc(/C=C2\C(=O)N(c3cccc(C(=O)O)c3)N=C2C)cc1Br
1.1% | 0% | C=CCOC(=O)C1=C(C)NC(=S)NC1c1ccccc1OCC (centres undefined)
8.6% | 2% | Cc1ccc(C(=O)CSc2nc3cccnc3n2C)cc1
2.8% | 2% | CCOC(=O)c1c(N)sc(C(=O)Nc2cccc(Cl)c2)c1C
-0.6% | 0% | COc1ccc(Br)cc1/C=N/OC(=O)c1ccccc1
1.3% | -14% | CCOC(=O)C(=O)c1cc(-c2ccccc2)c(-c2ccccc2)s1
-1.2% | 1% | CN(C)C(=O)/C(=C\c1cccc(Br)c1)NC(=O)c1ccccc1
1.9% | -6% | O=C(Nc1ccc(Cl)c(Cl)c1)Nc1cc(C(=O)N2CCOCC2)ccc1N1CCCCC1
2.5% | -10% | CC#CCCCC(=O)Nc1ccc(C(=O)O)cc1
1.8% | 3% | COc1ccc(C(=O)/C=C/NCc2ccccc2)cc1OC
2.9% | 0% | CCCOc1ccc(C2/C(=C(/O)c3ccccc3)C(=O)C(=O)N2CCCN(C)C)cc1OC (centres undefined)
1.1% | -2% | CCS(=O)(=O)N1CCC(C(=O)NCCC2=CCCCC2)CC1

Another view of 2 compounds above:
> CC#CCCCC(=O)Nc1ccc(C(=O)O)cc1
  Hsp70 inhibitors = 2.5%; Rat MKP-3 inhibitors = -10%
> CCS(=O)(=O)N1CCC(C(=O)NCCC2=CCCCC2)CC1
  Hsp70 inhibitors = 1.1%; Rat MKP-3 inhibitors = -2%

Full records from above. Values in the order: Hsp70 inhibitors | Rat MKP-3 inhibitors
CCCOC(=O)C1[C@H]2C(=O)N(Cc3ccco3)C[C@]23C=C[C@H]1O3 (some centres undefined) reads 9.0% | -1%
CCOC(=O)C(=O)c1cc(-c2ccccc2)c(-c2ccccc2)s1 reads 1.3% | -14%

The list goes on.
Hsp70 inhibitors | Rat MKP-3 inhibitors | smiles
-0.3% | -2% | COc1ccc2nc(C)c3cc(C)oc3c2c1
4.3% | -1% | O=C(C1CCN(c2ncnc3c2sc2cccc(F)c23)CC1)N1CCOCC1
0.8% | x | Cc1[nH]n(-c2ccc([N+](=O)[O-])cc2)c(=O)c1C=NCCN1CCN(C(=O)c2ccc(Br)cc2)CC1
-13% | -11% | Cc1ccc2[nH]c3nc(SCCN4CCOCC4)nnc3c2c1
0.2% | 4% | COc1cc([N+](=O)[O-])cc2c1NC(c1ccc(Br)cc1)C1CC=CC21 (centres undefined)
0.4% | -15% | CN1CCN(CCC(=O)Nc2ccccc2Cl)CC1
-4.7% | 0% | O=C(NCc1ccc(Cl)cc1)C(=O)NC1CCCCC1
1.2% | 11% | O=C(/C=C/c1ccccc1Cl)c1c(-c2ccccc2)c2cc(Br)ccc2[nH]c1=O
-14% | x | CC(C)Oc1ccc(C(=O)N/N=C/c2ccc(-c3ccc(S(=O)(=O)Nc4ncccn4)cc3)o2)cc1
1.9% | 3% | Clc1ccc(-c2nnc3sc(Cc4cccs4)nn23)cc1
-0.5% | x | O=[N+]([O-])c1nn(-c2ccc3c(c2)OCCO3)n(O)c1=NC1CCCCC1
-2.0% | 4% | CSc1ccc(/C=C(/C#N)C(=O)Nc2cccc(Br)c2)cc1
-0.6% | -1% | C=CCn1c(COc2ccccc2)nnc1SCC(=O)C(C)(C)C
-1.7% | -7% | CCCCCC(=O)Nc1ccc2oc(-c3cncc(Br)c3)nc2c1
1.7% | x | O=S(=O)(c1ccc(Cl)cc1)N1CCC(O)(c2cccnc2)CC1
-4.6% | -3% | COCCNC(=O)C(c1ccc(F)cc1)N(CC1CCCO1)C(=O)CCC(=O)Nc1ccccn1 (centres undefined)
2.0% | -16% | O=C(Nc1cnn(C23CC4CC(CC(C4)C2)C3)c1)c1cc(-c2ccccc2)on1
-3.6% | -11% | CN(C(=O)C1CCOC1)c1nnc(-c2ccccn2)s1 (centres undefined)
0.2% | 1% | COc1ccc(C2/C(=C(\O)c3ccccc3)C(=O)C(=O)N2c2cccc(C)n2)cc1 (centres undefined)
2.0% | 4% | COc1ccc(S(=O)(=O)N(CCc2ccccc2)CC(=O)Nc2cc(OC)ccc2OC)cc1
2.8% | 0% | CCN(CC)S(=O)(=O)c1ccc(NC(=O)c2ccccc2)cc1
-1.3% | 0% | COc1ccc2c(c1OC)C(=O)N(c1ccccc1O)C2=O
12% | x | CCOc1ccc(Cl)cc1S(=O)(=O)N1CCN(c2ccc(C)c(C)c2)CC1
4.7% | -6% | C=Cn1c(N2CCOCC2)nc2c1c(=O)[nH]c(=O)n2C
3.4% | 0% | COc1cccc(C2/C(=C(\O)c3ccc(Cl)cc3)C(=O)C(=O)N2CCCn2ccnc2)c1 (centres undefined)
0.4%&2.4% | -14%&2% | O=C(O)C1NCCc2ccccc21 (centres undefined)
-2.9% | 3% | CCN1CCN(CC(O)COc2cc(C)c(Cl)c(C)c2)CC1 (centres undefined)
1.8% | 2% | CCOC(=O)C1=C(c2ccccc2)N=c2s/c(=C\c3ccc(N(C)C)o3)c(=O)n2C1c1ccc(OC)c(OC)c1 (centres undefined)
2.1% | 1% | COc1ccc(C(=O)NNC(=O)c2ccccc2OC)cc1OC
-5.2% | x | CCOC(=O)C1=C(CC)NC2=C(C(=O)CCC2)C1c1ccc(OC)c(OC)c1 (centres undefined)
-1.1% | -3% | CC(C)NC(=O)NC1C2CC3CC(C2)CC1C3 (centres undefined)
2.4% | 2% | COc1ccc(CN2CCN(S(=O)(=O)c3ccc(C)cc3)CC2)c(OC)c1
-2.0% | 8% | O=C(Nc1ccc([N+](=O)[O-])cc1)c1ccc2c(c1)C1C=CCC1C(c1ccc(Cl)cc1)N2 (centres undefined)
1.3% | 3% | COC(=O)C1=C(C)N(C)C(C)=C(C(=O)OC)C1c1ccc(Br)cc1
-0.3% | x | CCc1ccc(S(=O)(=O)NCCc2csc(-c3ccccc3)n2)s1
-1.1% | -2% | CCOC(=O)c1cc2c(c(CSc3nc4ccccc4c(=O)n3Cc3ccco3)c1)OCOC2
1.0% | -2% | CN(C)CCCN1C(=O)c2oc3ccc(Cl)cc3c(=O)c2C1c1cccnc1 (centres undefined)
5.3% | 4% | Nc1cccc(C(=O)Nc2ccccc2C(=O)O)c1
-1.3% | -15% | O=S(=O)(Nc1cccc(-c2cn3ccsc3n2)c1)c1ccc(F)cc1
-1.9% | -8% | Cc1cc(N2CCOCC2)nc2ccc(NC(=O)C3CCC(C)CC3)cc12 (centres undefined)
3.2% | -15% | COC(=O)c1sccc1NC(=O)c1c(C)noc1C
1.3% | -12% | O=C(NCC12CC3CC(CC(C3)C1)C2)c1nc2ncccn2n1
2.1% | 0% | C=CCOC(=O)C1=C(C)NC(=S)NC1c1ccc(OC)cc1 (centres undefined)
1.2% | -1% | COc1ccc(N(CC(=O)N/N=C(\C)c2ccc(OC)c(OC)c2)S(=O)(=O)c2ccccc2)cc1
0.1% | 11% | COc1ccccc1C(=O)Nc1ccc2oc(-c3ccc(F)cc3)nc2c1
2.9% | 2% | CCC(=O)Nc1c(-c2ccc(C)cc2)nc2ccccn12
-2.7% | 1% | O=C(OC(C(=O)NCc1cccs1)c1ccc(F)cc1)c1ccco1 (centres undefined)
-0.4% | 1% | COc1ccc(NC(=O)c2ccncc2)cc1Cl
-2.6% | 2% | O=C(Nc1ccc(Cl)cc1)C1C2C3CCC(C3)C12 (centres undefined)
-2.5% | -9% | Nc1nonc1NC(=O)CSc1ncccc1C(=O)O
3.6% | 0% | N#Cc1cc2sc3nc4ccccc4n3c2cc1C#N
-1.5% | x | Cc1ccc(C(=O)N2CCN(c3ncccn3)CC2)o1
0.9% | -5% | C=CCn1cnc2c(NCc3ccccc3)ncnc21
-12% | 0% | O=C(Nc1cccnc1)c1cccc([N+](=O)[O-])c1
5.3% | -7% | Cc1ccc(S(=O)(=O)C2(C(=O)Nc3ccc(F)cc3)CC2)cc1
-5.4% | -7%&4% | Cc1c(C)c2c(C)nn(-c3ccccc3)c2[nH]c1=O

Structures from the list above that contain an NH in an aromatic ring:
Hsp70 inhibitors | Rat MKP-3 inhibitors | smiles
-0.6% | x | Fc1ccc(CSc2nc3ccccc3[nH]2)c2ccccc12
0.3% | -6% | O=C(Cn1cnc2ccccc2c1=O)c1c[nH]c2ccccc12
0.8% | x | Cc1[nH]n(-c2ccc([N+](=O)[O-])cc2)c(=O)c1C=NCCN1CCN(C(=O)c2ccc(Br)cc2)CC1
-13% | -11% | Cc1ccc2[nH]c3nc(SCCN4CCOCC4)nnc3c2c1
1.2% | 11% | O=C(/C=C/c1ccccc1Cl)c1c(-c2ccccc2)c2cc(Br)ccc2[nH]c1=O
4.7% | -6% | C=Cn1c(N2CCOCC2)nc2c1c(=O)[nH]c(=O)n2C
-5.4% | -7%&4% | Cc1c(C)c2c(C)nn(-c3ccccc3)c2[nH]c1=O

The listing continues.
Hsp70 inhibitors | Rat MKP-3 inhibitors | smiles
7.0% | -2% | O=C(CCS(=O)(=O)c1cccc2nonc12)NCCc1ccccc1Cl
-0.4% | -8% | CCCCCCC(=O)N(O)C1CC(=O)N(c2ccccc2)C1=O (centres undefined)
3.2% | 0% | Cc1cccc(CC2S/C(=N/N=C/c3ccco3)N(c3ccccc3)C2=O)c1 (centres undefined)
-0.5% | x | Cc1cc2ncn(C(=O)N3CCCC3)c2cc1C
-3.4% | 3% | CCOC(=O)c1ccc2[nH]cc(C(=O)OCC)c(=O)c2c1
0.9%&13% | 0% | CCOC(=O)c1oc2cccc(O)c2c1C
2.6% | 1% | Cc1ccccc1NC(=O)C1CC=CCC1C(=O)O (centres undefined)
4.9% | 4% | CCC(C)c1ccc(OCCOc2ccc(C=C3C(=O)NC(=S)NC3=O)cc2)cc1 (centres undefined)

Next part, overlapping the part above by 4 compounds.
Hsp70 inhibitors | Rat MKP-3 inhibitors | smiles
-3.4% | 3% | CCOC(=O)c1ccc2[nH]cc(C(=O)OCC)c(=O)c2c1
0.9%&13% | 0% | CCOC(=O)c1oc2cccc(O)c2c1C
2.6% | 1% | Cc1ccccc1NC(=O)C1CC=CCC1C(=O)O (centres undefined)
4.9% | 4% | CCC(C)c1ccc(OCCOc2ccc(C=C3C(=O)NC(=S)NC3=O)cc2)cc1 (centres undefined)
11% | -1% | Cc1ccccc1NC(=O)CCC(=O)N/N=C/c1ccncc1
0.2% | 5% | CCc1cc2c(=O)c(-c3nc4ccccc4[nH]3)coc2c(CN2CCOCC2)c1O
-4.4% | -6% | COc1ccc(-n2c(SCC(=O)N3CCN(c4ccccc4)CC3)nc3c(c2=O)SCC3)cc1
0.6% | 2% | Cc1ccsc1C1CC(=O)NC(SCc2ccccc2)=C1C#N (centres undefined)
-0.6% | -2% | CC(=O)Nc1ccccc1NC(=O)COc1ccc2ccccc2c1
-2.0% | -11% | CCCCC(c1nnnn1CC1CCCO1)N1CCN(c2cc(Cl)ccc2C)CC1 (centres undefined)
-12% | -10% | CCn1nnnc1SCC(=O)NCc1ccco1
5.0% | 4% | O=C(CN1CCCC1)N1CCN(C(=O)c2ccccc2)C1
-2.1%&-4.2% | -9%&3% | COc1ccc(C/C(O)=C(\C#N)c2nc3ccccc3[nH]2)cc1OC
-1.2% | 4% | O=[N+]([O-])c1ccc(N2CCOCC2)cc1NC1CC1
1.9% | 1% | Cn1c(CN2CCOCC2)nc2cc(NC(=O)c3ccccc3Cl)ccc21
-1.6% | 2% | COc1ccc(NC(=O)N2CCN(c3ccc(F)cc3)CC2)cc1

Assay outcomes: PubChem BioAssay, Sanford-Burnham Center for Chemical Genomics
